From PubChem BioAssay
MRP1 act: activators of MRP-1. viability increase, % at 10 µM. actives 0.61% (n = 140,000). H69AR cells + doxorubicin, viability rescue, CellTiter-Glo;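 active = viability gain under doxorubicin at or above a set limit, the compound median plus 3 SD, cut at about 4.7% in these data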;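 also: MRP-1 overexpressing cells given doxorubicin 25 µM after compound pretreatment; 18-22 h compound pretreatment then 72 h with doxorubicin before readout; 0% = doxorubicin-only wells and 100% = vehicle-treated cells without doxorubicin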
GALR2 antag: GALR2 (human) receptor antagonism; inhibition, % at 4 µM; O43603; actives 0.39% (n = 140,000); GALR2-expressing cells, antagonist mode; in the data active = inhibition above about 27%;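 also: cells stimulated with galanin 1-16 at roughly its EC80; 0% = agonist challenge control and 100% = basal control without agonist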
Target sequence (O43603 whole entry, looked up): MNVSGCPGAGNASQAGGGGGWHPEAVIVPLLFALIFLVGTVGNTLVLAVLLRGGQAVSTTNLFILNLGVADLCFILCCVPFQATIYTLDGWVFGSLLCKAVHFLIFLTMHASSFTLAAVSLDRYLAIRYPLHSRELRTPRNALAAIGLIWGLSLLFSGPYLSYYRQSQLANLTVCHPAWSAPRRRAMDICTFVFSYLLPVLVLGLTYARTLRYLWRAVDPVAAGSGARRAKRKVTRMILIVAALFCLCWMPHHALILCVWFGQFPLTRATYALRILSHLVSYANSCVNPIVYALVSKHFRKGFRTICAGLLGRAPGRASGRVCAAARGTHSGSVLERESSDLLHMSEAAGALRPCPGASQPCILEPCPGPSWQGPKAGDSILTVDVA
E-sel TNF inh: blocks E-selectin expression induced by TNF alpha; actives 0.71% (n = 120,000); HUVEC TNFa-induced E-selectin immunofluorescence, high content; inhibition, % at 2 µM;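 active = inhibition above the batch mean plus 3 SD, and confirmed as a hit on visual image review, cut at about 43% in these data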;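 also: 0% = TNF-stimulated DMSO wells and 100% = unstimulated control wells; not every result past the cut was called active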
Measles CPE: protection of cells from measles virus; protection (pct of control), % at 4 µM; Measles virus-infected cells, CPE protection, absorbance; actives 1.5% (n = 140,000); AID 841; in the data active = protection mostly above about 24%, no sharp cut-off; inactive = mostly below about 26%; also: some compounds called inactive have numbers as strong as hits
NPY Y2 blocker: antagonists of human neuropeptide Y receptor Y2; P49146; NPY-Y2 expressing cells, antagonist mode; inhibition, % at 2.7 µM; actives 0.99% (n = 140,000); in the data active = inhibition above about 17%;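 also: 0% = vehicle with agonist challenge and 100% = reference antagonist with challenge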
Target sequence (P49146 whole entry, looked up): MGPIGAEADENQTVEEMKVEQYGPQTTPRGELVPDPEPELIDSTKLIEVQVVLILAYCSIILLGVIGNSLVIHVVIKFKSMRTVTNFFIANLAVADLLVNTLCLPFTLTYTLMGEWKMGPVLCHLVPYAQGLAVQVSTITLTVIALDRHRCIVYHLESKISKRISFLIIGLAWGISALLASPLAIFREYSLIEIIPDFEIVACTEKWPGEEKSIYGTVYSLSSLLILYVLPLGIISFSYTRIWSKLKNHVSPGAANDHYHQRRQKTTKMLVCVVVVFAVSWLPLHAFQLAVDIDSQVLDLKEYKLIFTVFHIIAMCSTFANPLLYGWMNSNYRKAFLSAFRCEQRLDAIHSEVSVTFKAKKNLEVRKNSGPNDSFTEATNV
HCT116 PTEN-null: growth suppressors of cells with PTEN tumor suppressor deletion. actives 1.2% (n = 140,000). viability, % at 10 µM. AID 827. HCT116 PTEN-null viability, CellTiter-Glo, 60 h; active compounds read low;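 active = viability at or below a set limit, 4 SD under the median of all tested compounds, cut at about 3.7% in these data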;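 also: PTEN knockout HCT116 line with beta catenin targeted HCT116 as companion control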
Yeast life ext: extends the lifespan of yeast; S. cerevisiae growth with nicotinamide, OD615; deaD strain in restrictive glucose medium; inhibition of the nicotinamide effect, % at 10 µM; AID 775; actives 0.68% (n = 130,000);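 active = inhibition above a set limit, placed 3 SD over the median of all compounds, cut at about 26% in these data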;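 also: 0% = nicotinamide-treated wells and 100% = cells grown without nicotinamide; some compounds called inactive have numbers as strong as hits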
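Assay system: DeaD-strain S. cerevisiae. Medium: CSMM-D glucose medium, restrictive. Reagent: nicotinamide, 1.5 mM, co-present with compound. Compound: 10 µM single point, 0.25% DMSO. Schedule: culture preincubation 4 h, compound exposure 48 h, both 30 °C. Detection: absorbance at 615 nm.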
bCat KO growth: beta-catenin-lacking colon tumor cell growth suppression; viability, % at 10 µM; actives 1.5% (n = 140,000); AID 818; HCT116 beta-catenin knockout viability, CellTiter-Glo, 60 h; active compounds read low;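 active = viability at or under a set limit, the compound median less 4 SD, cut at about 6% in these data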;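 also: 0% = Hyamine 1622 control at 20 µM and 100% = untreated cell control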
Yeast growth inh: reduces growth of yeast BB579 in restrictive medium | S. cerevisiae BB579 growth, OD615, 48 h | inhibition, % at 10 µM | actives 0.51% (n = 140,000) | AID 804;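 active = inhibition above a set limit, 3 SD over the mean compound inhibition, cut at about 44% in these data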; also: inactives centre near -24
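Test system: S. cerevisiae DeaD strain BB579 yeast; Medium: restrictive CSMM-D medium; Compound: one dose, 10 µM compound with 0.25% DMSO; Incubation: 4 h cell preincubation, 48 h compound exposure, 30 °C humidified; Signal: OD at 615 nm; Benchmarks: amphotericin B at 10 µg/mL as positive control.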
Phagocytosis inh: macrophage phagocytosis inhibition | J774A.1 macrophage IgG-bead phagocytosis, imaging | actives 0.07% (n = 110,000) | inhibition, % at 5 µM;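 active = inhibition above the mean of the plate negative controls plus 5 SD, cut at about 13% in these data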;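 also: phagocytic index as fraction of beads internalized from green versus red external bead signal; plate controls were DMSO negative control for no effect and cytochalasin-D positive control for full effect; some results beyond the cut were filed as inactive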
* = called active by the depositor; . = not tested or not shown.

(1) Cc1cc(-n2nc(C)cc2C)n2nc(C)c(-c3ccccc3)c2n1
(2) CCOC(=O)C1CCN(C(=S)Nc2cc(OC)c(OC)cc2C(=O)OC)CC1
(3) COc1ccc(NC(=O)C(c2cc3c(cc2[N+](=O)[O-])OCO3)N(C)Cc2ccccc2)cc1 (configuration not stated)
(4) CCn1c(=O)c(C(=O)Nn2c(C)nc3ccccc3c2=O)c(O)c2ccccc21
(5) O=C(NCCN1C(=O)S/C(=C\c2ccccc2)C1=O)C1CCN(S(=O)(=O)c2cccs2)CC1
(6) COc1cccc(N(C(=O)CCl)C(C(=O)NCCc2ccccc2)c2cccs2)c1 (configuration not stated)
(7) O=S(=O)(NCCOc1cccc2cccnc12)c1ccc(F)cc1
(8) CCCc1c(C)nc2c(Br)cccc2c1Cl
assay / entry,1,2,3,4,5,6,7,8
MRP1 act,-1.2,-1.9,0.9,-1.4,-0.9,-5.2,-1.8,0.4
GALR2 antag,6,-4,6,2,-9,3,4,4
E-sel TNF inh,-4,34,.,15,-1,6,10,.
Measles CPE,8,3,3,12,3,1,4,6
NPY Y2 blocker,-3,2,3,4,12,2,4,3
HCT116 PTEN-null,113,84,65,105,94,1.2*,85,100
Yeast life ext,-6,-8,3,-23,-4,5,-16,-2
bCat KO growth,100,92,70,100,96,2.4*,81,92
Yeast growth inh,-32,-58,-36,99*,-30,-32,-6,-25
Phagocytosis inh,-2,1,-3,0,0,3,-2,.

Brought forward from above: 3 compounds, followed by the next part.
(6) COc1cccc(N(C(=O)CCl)C(C(=O)NCCc2ccccc2)c2cccs2)c1 (configuration not stated)
(7) O=S(=O)(NCCOc1cccc2cccnc12)c1ccc(F)cc1
(8) CCCc1c(C)nc2c(Br)cccc2c1Cl
(9) COc1ccc(-c2cn3c(C)c(C(=O)Nc4ccncc4)sc3n2)cc1
(10) COc1cc(C2CC(=O)c3cnc(N4CCN(Cc5ccccc5)CC4)nc3C2)cc(OC)c1OC (configuration not stated)
(11) Cc1ccc2[nH]c(=O)c(CN(CC3CCCO3)S(=O)(=O)c3c(C)ccc4nsnc34)cc2c1 (configuration not stated)
(12) CC(=O)c1ccc(OCC(O)COc2ccc(C(C)=O)cc2)cc1
(13) CCCCCCCCC(=O)NC(NC(=S)N1CCOCC1)C(Cl)(Cl)Cl (configuration not stated)
(14) O=C1C2CCCN2C(=O)N1CCN1CCN(CCO)CC1 (configuration not stated)
(15) CN1CCN(S(=O)(=O)c2ccc(N(C)Cc3cccs3)nc2)CC1
(16) Nc1c(-c2ccc(Cl)cc2)cnc2ncnn12
assay / entry,6,7,8,9,10,11,12,13,14,15,16
MRP1 act,-5.2,-1.8,0.4,-1.0,-2.9,-2.9,0.5,-1.9,0.6,-1.2,-2.0
GALR2 antag,3,4,4,7,-12,-22,-1,-5,3,-12,3
E-sel TNF inh,6,10,.,-5,1,.,-25,-10,.,-24,-19
Measles CPE,1,4,6,13,1,8,18,15,5,10,11
NPY Y2 blocker,2,4,3,4,3,1,1,14,2,4,3
HCT116 PTEN-null,1.2*,85,100,86,19,67,95,54,98,91,93
Yeast life ext,5,-16,-2,-11,-26,-28,-5,.,6,-8,-19
bCat KO growth,2.4*,81,92,85,16,72,97,54,106,84,104
Yeast growth inh,-32,-6,-25,-31,-21,-18,-8,-24,-46,-52,-38
Phagocytosis inh,3,-2,.,0,-1,-1,-1,.,0,2,-7

(17) CC(c1ccc(Br)cc1)N1CC23C=CC(O2)C(C(=O)O)C3C1=O (configuration not stated)
(18) Cc1cc(NC(=O)COC(=O)CSCc2ccc(Cl)c(Cl)c2)no1
(19) C=CCNC(=O)c1ccccc1NS(=O)(=O)c1ccc(SC)cc1
(20) Nc1ccc(-n2nnnc2-c2ccco2)cc1
(21) Cc1ccc(NC(=O)CS(=O)Cc2nc(-c3ccc(C)cc3)oc2C)cc1 (configuration not stated)
(22) O=C(Cn1cnc2nc3n(c2c1=O)CCC3)NCc1ccccc1
(23) COc1cccc(Cn2cnc3c(NS(=O)(=O)c4cc(Cl)ccc4Cl)c(C)c(C)cc32)c1
(24) COc1cccc2c1OC1(C)CC2NC(=O)N1 (configuration not stated)
assay / entry,17,18,19,20,21,22,23,24
MRP1 act,-0.8,-0.1,-1.2,-0.3,-3.0,0.5,-1.6,1.0
GALR2 antag,-15,6,-6,-1,6,5,-17,10
E-sel TNF inh,.,0,-10,28,.,4,16,-30
Measles CPE,18,4,4,7,12,14,27,7
NPY Y2 blocker,2,8,2,2,0,2,6,0
HCT116 PTEN-null,102,89,102,86,85,99,81,109
Yeast life ext,-4,-7,0,2,-9,6,-5,-9
bCat KO growth,96,105,86,85,77,101,81,105
Yeast growth inh,-12,-43,-6,-15,-16,-46,-59,-24
Phagocytosis inh,0,3,0,-2,-1,-3,-1,-1

Two of the compounds above, tab-delimited:
nr	Molecule	MRP1 act	GALR2 antag	E-sel TNF inh	Measles CPE	NPY Y2 blocker	HCT116 PTEN-null	Yeast life ext	bCat KO growth	Yeast growth inh	Phagocytosis inh
6	COc1cccc(N(C(=O)CCl)C(C(=O)NCCc2ccccc2)c2cccs2)c1 (configuration not stated)	-5.2	3	6	1	2	1.2*	5	2.4*	-32	3
7	O=S(=O)(NCCOc1cccc2cccnc12)c1ccc(F)cc1	-1.8	4	10	4	4	85	-16	81	-6	-2

Next section:
(25) CCOC(=O)Cc1csc(NC(=O)COc2ccccc2OCC)n1
(26) Cc1ccc2cc(C(c3nnnn3C3CCCC3)N3CCOCC3)c(=O)[nH]c2c1C (configuration not stated)
(27) COc1ccccc1N1CCN(CCCC(=O)c2ccc(F)cc2)CC1
(28) Cc1[nH]c2ccccc2c1CC(=O)O
(29) CCOC(=O)C1=C(C)N(C)C(C)=C(C(=O)OCC)C1c1ccc(Cl)cc1
(30) CCn1ncc(Br)c1C(=O)Nc1ccn(C23CC4CC(CC(C4)C2)C3)n1
(31) O=C(CCCN1C(=O)/C(=C/c2cccs2)SC1=S)NNC(=O)c1ccccc1O
(32) COc1ccc(OC)c(/C=N/NC(=O)c2[nH]nc3c2CCc2ccccc2-3)c1
assay / entry,25,26,27,28,29,30,31,32
MRP1 act,-1.1,-1.6,-2.7,-3.0,-4.8,3.5,-3.0,-3.8
GALR2 antag,5,-8,-5,10,10,4,9,-1
E-sel TNF inh,-1,33,.,.,.,.,9,.
Measles CPE,16,3,1,4,4,41*,15,10
NPY Y2 blocker,0,2,6,1,9,4,2,1
HCT116 PTEN-null,83,93,76,94,48,76,23,68
Yeast life ext,-22,-20,2,-8,10,-5,-1,0
bCat KO growth,90,90,82,90,37,80,22,95
Yeast growth inh,-15,-50,-6,-14,-66,-9,-53,-39
Phagocytosis inh,.,0,-1,-2,-5,-5,.,1

(33) CCN(CC)S(=O)(=O)c1cccc(C(=O)NCCCN2CCOCC2)c1
(34) CCOC(=O)c1snc2c(=O)[nH]cnc12
(35) CC(NC(=O)c1ccc(CS(=O)(=O)Cc2ccccc2F)o1)c1ccc2c(c1)OCCO2 (configuration not stated)
(36) CCC(NC(=O)Nc1cc(OC)c(OC)c(OC)c1)(C(F)(F)F)C(F)(F)F
(37) COC(=O)c1ccc(CSc2ccc3nnc(-c4cccc(F)c4)n3n2)o1
(38) N#CC1=C(N)NC(SCc2ccc(Cl)cc2)=C(C#N)C12CCCCC2
(39) COCCCNC(=O)c1ccc(CS(=O)(=O)Cc2cccc(C)c2)o1
(40) CN1CCN(NC(=O)c2ccc(Cl)c([N+](=O)[O-])c2)CC1
assay / entry,33,34,35,36,37,38,39,40
MRP1 act,-0.8,-1.7,-2.8,1.6,-1.9,-5.7,-1.4,-1.0
GALR2 antag,-2,-6,10,7,-2,-3,-2,5
E-sel TNF inh,-13,0,-24,14,-19,5,.,-10
Measles CPE,.,19,17,21,13,-1,19,16
NPY Y2 blocker,-1,-1,3,4,3,-4,-3,0
HCT116 PTEN-null,101,82,89,107,110,49,92,94
Yeast life ext,-5,-17,-3,-4,-6,-27,-2,-11
bCat KO growth,105,95,86,100,96,64,101,84
Yeast growth inh,-62,-39,-24,1,-23,-54,39,-20
Phagocytosis inh,.,-1,.,.,1,3,-3,-2

(41) COc1ccc(CCNC(=O)/C(C#N)=C/c2cccc(OCc3ccccc3)c2)cc1OC
(42) O=C(/C=C/c1ccc(Cl)cc1)NCCSc1ccccc1
(43) NC(=O)c1ccsc1NC(=O)c1ccco1
(44) CCOc1ccccc1NC(=O)Cn1c(=O)c2ccccc2n(CC)c1=O
(45) CN1CCC(Oc2ccccc2Sc2ccccc2)CC1
(46) CC(=O)NC1CC2CCCC(C1)N2CC(=O)N1CCCc2ccccc21 (configuration not stated)
(47) Cc1ccc(S(=O)(=O)N2CCCC2)cc1S(=O)(=O)N1CCCC1
(48) COC(=O)c1ccc(C)c(-n2c(C)cc(C=O)c2C)c1
(49) Cc1cc(C)c(NC(=O)CN(C2CCCCC2)C2CCCCC2)c(C)c1
(50) Cc1[nH]n(-c2ccccc2)c(=O)c1C(c1ccccc1C(=O)O)c1c(C)[nH]n(-c2ccccc2)c1=O
assay / entry,41,42,43,44,45,46,47,48,49,50
MRP1 act,-4.8,-4.4,0.0,-1.2,-4.6,-1.5,-1.2,-2.0,-1.1,0.0
GALR2 antag,-10,0,-8,11,13,-6,-14,-11,6,-6
E-sel TNF inh,-11,10,.,12,.,7,-22,.,.,.
Measles CPE,6,15,11,14,5,7,16,6,14,11
NPY Y2 blocker,3,5,3,2,18*,2,0,7,5,0
HCT116 PTEN-null,67,100,103,99,61,88,87,86,69,91
Yeast life ext,2,-22,-10,.,7,-2,-12,4,8,-2
bCat KO growth,83,92,104,91,64,96,95,96,70,93
Yeast growth inh,-11,-20,-78,-7,-13,-4,0,-42,-45,-22
Phagocytosis inh,-3,0,0,.,-1,.,-1,-4,-3,2
